M1 ag: agonists of human M1 muscarinic receptor. P11229. 360,000 compounds, 0.33% hits. activation, % at 3 µM. CHO-K1 hM1, Fluo-8 calcium fluorescence, agonist mode; 0% DMSO, 100% acetylcholine EC100;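 active = activation above the run's mean compound activation plus 3 SD, cut at about 16% in these data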;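 note: peak over basal fluorescence ratio within a 140 s kinetic read after compound addition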
M1 PAM parental: counter-screen for M1 PAMs: effect in parental CHO-K1 cells; ATP EC20, Fluo-8 calcium fluorescence; 0% at ATP EC20, 100% at ATP max; activation, % at 3 µM; 360,000 compounds, 0.02% hits; AID 602247;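 active = activation above the run cutoff, the mean activation of all test compounds plus 3 SD, cut at about 40% in these data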;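 note: peak over basal fluorescence ratio in a 140 s read after ATP addition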
TAAR1 antagonist: antagonists of human TAAR1. CHO RD-HGA16 TAAR1, Fluo-8 calcium fluorescence, antagonist. inhibition, % at 3 µM. AID 624466. 360,000 compounds, 1.5% hits. Q96RJ0;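 active = inhibition above a per-plate cutoff, the mean inhibition of test compounds on that plate plus 3 SD, cut at about 49% in these data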;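 note: 0% = DMSO plus EC80 beta-PEA response and 100% = DMSO alone without agonist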
Target sequence (Q96RJ0 whole entry, looked up): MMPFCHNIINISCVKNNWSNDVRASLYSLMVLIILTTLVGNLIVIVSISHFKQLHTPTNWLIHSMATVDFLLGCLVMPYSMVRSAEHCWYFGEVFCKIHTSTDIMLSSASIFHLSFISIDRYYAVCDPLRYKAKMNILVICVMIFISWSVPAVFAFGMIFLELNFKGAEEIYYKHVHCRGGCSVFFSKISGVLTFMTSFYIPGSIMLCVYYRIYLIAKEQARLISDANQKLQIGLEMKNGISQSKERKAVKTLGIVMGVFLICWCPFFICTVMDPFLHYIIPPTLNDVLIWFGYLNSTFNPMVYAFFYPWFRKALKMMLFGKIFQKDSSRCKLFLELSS
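Test system: hTAAR1-expressing CHO RD-HGA16 cells, Gα16-coupled; Probe or stimulus: EC80 β-phenethylamine stimulus; Compound dosing: single nominal final test compound concentration of 3 µM; Timing: 140 s kinetic read after compound, 140 s after agonist; Signal: Fluo-8 calcium-sensitive fluorescence; Measure: % inhibition of agonist calcium response; Controls: DMSO and EC80 PEA controls.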
OXTR potentiator: potentiates the human oxytocin receptor response; P30559; CHO-OTR cells, Fluo-8 calcium fluorescence, potentiator mode; 0% = oxytocin EC15, 100% = EC100; activation, % at 3 µM; 320,000 compounds, 0.061% hits; AID 2445;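 active = activation above that plate's cutoff, the mean activation of tested compounds plus 3 SD, cut at about 6.6% in these data, passing the limit was not always enough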;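 note: 100% uses oxytocin at 75 nM as the full agonist control; some results filed as inactive read as strong as hits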
Target sequence (P30559 whole entry, looked up): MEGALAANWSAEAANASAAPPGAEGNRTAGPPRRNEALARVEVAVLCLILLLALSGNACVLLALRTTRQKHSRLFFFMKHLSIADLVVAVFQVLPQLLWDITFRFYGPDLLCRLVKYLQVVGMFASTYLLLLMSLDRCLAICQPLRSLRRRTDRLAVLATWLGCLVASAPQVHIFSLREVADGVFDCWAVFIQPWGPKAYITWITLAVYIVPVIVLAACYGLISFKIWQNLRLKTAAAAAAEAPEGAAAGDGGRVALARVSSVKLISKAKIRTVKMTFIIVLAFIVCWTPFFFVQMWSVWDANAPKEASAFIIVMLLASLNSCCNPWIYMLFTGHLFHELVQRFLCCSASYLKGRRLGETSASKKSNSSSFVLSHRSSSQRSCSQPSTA
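Assay system: CHO cell line stably expressing human OTR | Also added: Oxytocin at about EC15, sub-maximal agonist stimulus | Times: Compound 6 min at room temperature before oxytocin, 100 s read | Measured by: Fluo-8 intracellular calcium fluorescence, ex 470-495, em 515-575 nm | Controls: EC15 oxytocin alone as 0%, 75 nM oxytocin as 100%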
CHO-K1 Ca antag: M1 antagonist counterscreen hit in parental CHO-K1 cells; ATP-induced calcium, Fluo-8 fluorescence; inhibition, % at 3 µM; 360,000 compounds, 0.6% hits; AID 602250;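 active = inhibition above a per-plate cutoff, the plate's mean sample inhibition plus 3 SD, cut at about 24% in these data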;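 note: 0% = DMSO plus EC80 ATP and 100% = DMSO alone without ATP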
TAAR1 ag: agonists of human TAAR1; CHO RD-HGA16 TAAR1, Fluo-8 calcium fluorescence; vehicle wells 0%, saturating PEA agonist 100%; activation, % at 3 µM; AID 624467; 360,000 compounds, 0.99% hits; Q96RJ0;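 active = activation above the mean activation of all test compounds in the run plus 3 SD, cut at about 38% in these data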
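System: CHO RD-HGA16 cells carrying human TAAR1 plus Gα16; Incubation: 17-24 h seeding, 75 min 37 °C dye, 30 min RT; Measured by: Fluo-8 fluorescence, 5 s baseline then 140 s kinetic read; Control set: DMSO and PEA EC100; Replication: single well for each compound.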
CHO-K1 Ca ag: counter-screen for M1 agonists: effect in parental CHO-K1 cells; 360,000 compounds, 0.48% hits; Fluo-8 calcium fluorescence; scaled to maximal ATP response, vehicle zero; activation, % at 3 µM; AID 602248; in the data active = activation above about 15%;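 note: untransfected CHO-K1 host cells lacking M1 receptor as counterscreen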
M1 antag: blocks human M1 muscarinic receptor. AID 588852. inhibition, % at 3 µM. P11229. 360,000 compounds, 1.3% hits. CHO-K1 hM1, Fluo-8 calcium fluorescence, ACh EC80 antagonist;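 active = percent inhibition above its own plate's cutoff, namely the mean of that plate's compound wells plus 3 SD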;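 note: peak over basal fluorescence ratio during 140 s after agonist addition; 0% = ACh EC80 plus DMSO and 100% = DMSO alone without agonist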
CHO parental Ca: counter-screen: ATP calcium response change in parental CHO cells; parental CHO-K1, ATP-induced calcium, Fluo-8 fluorescence; inhibition, % at 5.6 µM; 330,000 compounds, 0.63% hits; AID 463079;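 active = inhibition above that plate's mean sample inhibition plus 3 SD, cut at about 26% in these data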;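 note: 0% = ATP-challenged DMSO wells and 100% = DMSO wells without ATP; some compounds past the cut are filed as inactive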
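Test system: untransfected parental CHO cell line. Compound: one dose, 5.6 µM nominal. Detection: intracellular calcium via Fluo-8 no-wash fluorescent dye. Measure: % inhibition. Benchmarks: ATP-challenged DMSO wells low, unchallenged DMSO wells high.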
The depositor's hits bear a star; . = no result given; & = joins results of further samples; ! = repeats disagree.

SMILES	M1 ag	M1 PAM parental	TAAR1 antagonist	OXTR potentiator	CHO-K1 Ca antag	TAAR1 ag	CHO-K1 Ca ag	M1 antag	CHO parental Ca
O=C(CSc1ncnc2sc3c(c12)CCC3)NCC1CCCO1 (stereo not given)	-5	-6	-23	20*	1	1	1.1	-10	-17
O=C(CSCCO)Nc1ccccc1	-1	20	5	-11	-8	0	1.2	-10	-4
C#CCOCCOCCOCCNc1nc(N2CCOCC2)nc(N2CCN(C(=O)CCCCCCCCCCNC(=O)[C@@H]([C@H](C)CC)n3cc(CCCCCN)nn3)CC2)n1	-10	3	-2	1	-1	10	-0.3	5	-21
CCCn1c(N)c(N(CCOC)C(=O)c2cccc(Cl)c2)c(=O)[nH]c1=O	-3	9	11	-3	-6	-3	1.4	-14	-11
CCOC(=O)Cn1c(=O)c2c(nc(N3CCOCC3)n2C)n(C)c1=O	-2	3	5	-3	-7	-1	0.1	-6	-5
Cc1c(C)[n+](=O)c(C)c(C)n1[O-]	-2	-5	-7	.	-6	0	1.2	-23	.
O=C(NNC(=O)c1nn(-c2ccc(F)cc2)ccc1=O)c1ccc(C(F)(F)F)cc1	0	15	-7	-7	-11	0	1.0	-16	-14
Cc1ccc(NC(=O)c2ccco2)cc1	-3	11	-27	.	-8	8	0.4	-10	.
Cc1cc(C)c[n+](CC(=O)c2ccc(NC(=O)c3ccccc3)cc2)c1	-5	7	1	-2	-13	4	0.4	-5	-5
Cc1ccc(NC2(C#N)CCCC2)cc1	2	13	-11	.	-11	1	0.9	-11	.
Cc1nn(Cc2ccc(C(=O)Nc3ccccc3C(F)(F)F)o2)c(C)c1Br	1	4	4	-5	2	21	2.3	6	-15
Cc1c(N=C2C=C(Br)C(=O)C(Br)=C2)c(=O)n(-c2ccccc2)n1C	-6	7	7	.	-4	4	1.5	7	.
COC(=O)c1c(N)c(C#N)c(C)n1-c1ccccc1	-3	15	6	-3	-6	8	0.1	-20	-2
Nc1nc2nccc(-c3cccnc3)n2n1	-2	11	-5	-3	7	2	-0.6	-6	-4
N/C(=N\OC(=O)/C=C/c1ccccc1)c1ccccn1	-4	11	-7	-6	0	9	0.3	-7	5

In the list so far, these have a furan ring, fused or not.
SMILES	M1 ag	M1 PAM parental	TAAR1 antagonist	OXTR potentiator	CHO-K1 Ca antag	TAAR1 ag	CHO-K1 Ca ag	M1 antag	CHO parental Ca
Cc1ccc(NC(=O)c2ccco2)cc1	-3	11	-27	.	-8	8	0.4	-10	.
Cc1nn(Cc2ccc(C(=O)Nc3ccccc3C(F)(F)F)o2)c(C)c1Br	1	4	4	-5	2	21	2.3	6	-15

The listing continues:
SMILES	M1 ag	M1 PAM parental	TAAR1 antagonist	OXTR potentiator	CHO-K1 Ca antag	TAAR1 ag	CHO-K1 Ca ag	M1 antag	CHO parental Ca
CC(C)(C)NC(=O)C1CCCN(S(=O)(=O)c2ccc(-n3cnnn3)cc2)C1 (stereo not given)	-4	20	4	-10	-3	1	0.2	-11	-5
O=C1C(=O)N(CCCc2ccccc2)c2ccccc21	18*	13	.	-5	-4	.	0.4	-14	-13
COc1cc(S(=O)(=O)Nc2cccnc2)ccc1F	-5	14	16	1	-2	3	0.9	-2	3
CCOC(=O)N1CCC(N(CCN(C)C)C(=S)Nc2cccc(OC)c2)CC1	-4	9	-21	-3	-2	0	1.3	-12	-13
COc1ccc(S(=O)(=O)N2CCOCC2)cc1NC(=O)C1CCCCN1S(=O)(=O)c1ccccc1 (stereo not given)	-5	-1	16	.	-22	5	3.6	3	.
CCCn1c(N)c(N(CCOC)C(=O)c2cc(Cl)nc3ccccc23)c(=O)[nH]c1=O	-2	-4	-10	-8	2	0	0.7	-4	-2
CCS(=O)(=O)N1CCC(C(=O)NCc2ccc(OC)cc2OC)CC1	-8	-12	-4	2	6	0	0.2	6	-4
O=C(CSc1nc2ccccc2[nH]1)NCCCn1ccnc1	-3	17	-14	-3	-4	3	-0.4	-4	-1
Cc1cc(/C=C(\C#N)C(=O)Nc2ccccc2F)c(C)[nH]1	-3	11	-29	-6	-17	0	1.4	-9	-3
O=C(NCc1ccco1)c1ccccc1NS(=O)(=O)c1ccc2c(c1)OCCO2	-3	8	9	-12	-7	0	0.4	6	8
CCOC(=O)N1CCN(CCC(=O)Nc2ccc(F)c(F)c2)CC1	3	7	-23	-10	-2	1	1.6	-15	-12
Nc1ccc2nc(-c3cccc(-c4nc5ccc(N)cc5[nH]4)n3)[nH]c2c1	-5	-3	-3	1	-5	0	-0.3	-5	-4
CCCCN(C(=O)c1ccc(-c2ccc(Cl)cc2)o1)c1c(N)n(CC(C)C)c(=O)[nH]c1=O	-1	25	-14	2	-16	7	0.0	-12	-14
CCn1c(Cc2ccccc2)nnc1SCC(=O)Nc1nc(C)cs1	-4	23	-3	-14	-10	8	3.0	-3	-8
O=C1CN(C(=O)COC(=O)/C=C/c2ccc(F)cc2)c2ccccc2N1	1	18	-15	1	-12	6	0.5	-6	-5
O=C(O)c1ccc(/C=N/O)cc1	-1	6	-25	-2	-11	1	0.1	-3	-5
CCN(C(=O)c1ccco1)c1nc(-c2ccc(OC)cc2)cs1	0	5	7	-1	2	12	0.4	-15	-12
CC(O)(c1cccc(F)c1)c1nc(/C=C/c2ccccc2)cs1 (stereo not given)	-2	7	11	.	-5	2	1.2	-15	.
Cc1nnc(NC(=O)CSc2nnc(CCc3nc4ccccc4[nH]3)n2C)s1	-4	9	-2	-4	-2	5	0.0	-9	-7
O=C1Nc2c(Cl)cccc2C1=O	3	-2	-11	.	3	5	0.5	2	.
CN(C)c1ccsc1C(=O)NNS(=O)(=O)c1ccc(Cl)cc1	-1	7	-1	-3	-2	16	7.1	15	-12
COc1ccc(Cl)cc1-c1nc(-c2ccc(Br)o2)no1	-1	18	-11	-7	-3	0	0.2	-5	10
Cc1cc(=O)[nH]c(SCC(=O)N2CCN(S(=O)(=O)c3ccccc3)C2)n1	-12	24	-1	-15	-1	1	1.1	1	7
CCN(CC)c1ccc(NC(=O)CN2CCN(c3ccccc3F)CC2)cc1	-1	-6	-8	-4	9	16	-0.2	-8	-24
CCOC(=O)c1cnc(N)nc1C(F)(F)F	-4	1	-4	-11	-17	0	0.1	-4	-5
O=C(c1ccccc1)c1c2c(cc3sc4ccccc4[n+]13)-c1cccc3cccc-2c13	34*	8	9	-2	24*	8	24*	46*	29
COc1ccccc1N(C)S(=O)(=O)c1ccc(C(=O)Nc2nccs2)cc1	-3	-6	33	-7	-18	15	6.4	11	-17
CC(C)c1ccc[n+](-c2nc([O-])sc2C=O)c1	1	0	-1	1	-5	1	0.7	-11	-5
CCc1nnc(NC(=O)c2sc3nc(C)cc(COC)c3c2N)s1	-3	-4	-11	-19	-8	1	0.6	-10	9
CCOc1ccc2nc(S(=O)(=O)NC(=O)C3(C)CCN3C(=O)c3cc(C)n(C)n3)sc2c1 (stereo not given)	-5	7	-20	.	-5	1	0.7	-4	.
Cc1cc2nc(-c3ccc(NC(=O)C(C)C)cc3)oc2cc1C	-2	5	20	-1	2	10	1.1	3	-2
Nc1ccc(-c2cnc[nH]2)cc1[N+](=O)[O-]	-1	-23	2	2	5	1	-0.4	21	2
O=C(COC(=O)c1ccco1)Nc1cccc(S(=O)(=O)N2CCOCC2)c1	0	20	12	.	-17	1	1.5	-15	.
O=C(c1cc2ccccc2s1)N1CCOCC1	-5	10	-27	-4	-9	1	0.0	0	-10
O=C(CN1c2cccc3cccc(c23)S1(=O)=O)Nc1ccccc1	-3	9	10	-9	-6	6	0.8	-8	-14
Cc1[nH]nc(SCC(=O)N(C)c2ccccc2)c1[N+](=O)[O-]	-1	-10	-19	-5	-5	1	0.6	7	-6
COC(=O)Cc1n[nH]c(=O)c2ccccc12	-5	27	-12	4	-32	0	1.5	-2	-5
Cc1ccc(OCCn2c(Br)nc3c2c(=O)n(C)c(=O)n3C)cc1	-1	22	-11	-12	-10	6	1.0	5	-15
O=C1Nc2ccccc2N(O)N1c1ccc(S(=O)(=O)N2CCOCC2)cc1	-8	22	-7	3	-11	1	2.1	0	4
CC(=O)OC(C(=O)NC1CCCCC1)c1ccc(C#N)cc1 (stereo not given)	2	-5	6	-9	19	13	-0.1	5	-4
CC(C)NC(=O)N1Cc2cc(C(=O)NC3CCCCC3)nc(-c3cccc(-c4cccnc4)c3)c2[C@@H]1CCO	.	1	25	.	-7	4	3.0	.	.
CCCOc1cccc(/C=N/NC(=O)c2csc(C)c2C)c1	-4	28	13	-10	-7	8	1.6	-8	-14
O=C1CNC(=S)N1C1CCCCCC1	-6	6	0	-2	-6	6	0.5	-1	-5
N/C(COc1ccc(F)cc1)=N\NC(=O)c1cccnc1Oc1ccccc1	-2	-4	4	-11	2	6	0.2	-3	0
COc1cc2c(cc1OC)CN(Cc1cc(=O)oc3c(C)c(C)ccc13)CC2	-11	9	-14	-6	1	-2	-0.1	-4	-6
CCCCn1c(N)c(N(CC)C(=O)c2cc3c(s2)CCCCC3)c(=O)[nH]c1=O	-4	-5	-28	2	-14	6	0.7	-4	-8
COc1cc(O)c2c(=O)c3c(O[C@H]4O[C@@H](CO)[C@H](O)[C@@H](O)[C@@H]4O)ccc(O)c3oc2c1	-7	10	2	-3	-11	16	0.2	-4	-5
COc1ccc(/C=N/N2C(=O)CSC2=S)cc1	-3	16	-4	-2	-11	2	-0.1	-4	-10
Cc1ccc(S(=O)(=O)N(C)C)cc1NC(=O)CCc1ccccc1	-3	4	5	2	-5	1	0.7	-10	-12
COc1cc(OC)cc(-c2c(Sc3ccccc3)c3cc(-c4cnc(OC)nc4)ccc3n2C)c1	.	11	4	.	-3	-1	0.5	.	.
CC1(CC(=O)NNC(=O)Nc2ccccc2)OCCCO1	-5	8	4	-3	2	2	-0.1	-12	-16
N#C/C(=C\c1ccc(O)cc1)c1nc2ccccc2o1	3	-1	22	-6	-1	15	6.2	12	-2
Cc1ccc([C@@H]2C[C@H]3[C@@H](CN2S(=O)(=O)c2ccc(Cl)cc2)C(=O)C[C@@H](c2cccc4ccccc24)N3S(=O)(=O)c2ccc(C)cc2)cc1	1	33	-11	.	-19	1	0.5	-16	.
COc1ccc(OC)c(C2=C[N+](=O)C(C)(C)C(C)(C)N2[O-])c1	-2	4	-2	-10	2	5	-0.1	-10	-2
C/C(N)=C(/C#N)C(=O)CSc1nnc(SCc2ccc(Cl)cc2)s1	3&2	9&3	52*!	-23	-11&6	4&12	7.5&5.0	8&2	25

Assay outcomes deposited in PubChem by The Scripps Research Institute Molecular Screening Center.
